NALP1 inh: NALP1 inflammasome inhibitors in reconstituted yeast, colorimetric, S. cerevisiae, triplicate retest; inhibition, % at 10 µM; hit rate 0.61% among 280,000; AID 2071, 2009; S. cerevisiae NALP1/ASC/caspase-1 growth, X-gal OD620, 72 h; in the data active = inhibition mostly above about 24%, no sharp cut-off; inactive = mostly below about 32%; note: some compounds called inactive have numbers as strong as hits
DNA FID counter: compounds displacing fluorescent DNA intercalator, primary screen, artefact control for HCV NS3 helicase inhibitor project, biochemical, FID fluorescence; DNA fluorescent intercalator displacement; inhibition, % at 7.9 µM; hit rate 0.17% among 290,000; in the data active = inhibition above about 37%;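 note: 0% = vehicle and 100% = reference compound; higher means more ethidium bromide displaced from hairpin DNA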
MEKK2mut PB1 HTS: MEK5 binding signal on mutant MEKK2 PB1, primary screen, biochemical, multiplex bead flow cytometry, Alexa488-MEK5; Alexa488-MEK5 binding to MEKK2 mutant; percent response, % at 10 µM; hit rate 0.35% among 290,000; AID 1530, 2009; in the data active = percent response above about 24%, passing the limit was not always enough; note: inactives centre near 1; some results filed as inactive read as strong as hits; reference of the scale not given here
MEKK3 PB1 HTS: modulators of MEKK3-MEK5 PB1 binding, primary screen, biochemical, wildtype MEKK3, multiplex bead flow cytometry, Alexa488-MEK5. Mitogen-activated protein kinase kinase kinase 3 (Homo sapiens), Q99759. bead-based flow cytometry, Alexa488-MEK5 binding to MEKK3; actives lie on both sides; 0 = blocked by unlabeled MEK5, 100 = vehicle. binding response (% of control), % at 10 µM. hit rate 1.4% among 290,000;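 active = binding response more than 3 SD above or below the average of its plate-row segment, actives on both sides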;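 note: Alexa488 bead fluorescence after subtracting the streptavidin-only scavenger bead signal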
MEKK2wt PB1 HTS: modulators of MEK5 binding to wildtype MEKK2, primary screen, biochemical, multiplex bead flow cytometry, Alexa488-MEK5. Mitogen-activated protein kinase kinase kinase 2 (Homo sapiens), Q9Y2U5. Alexa488-MEK5 binding to MEKK2 WT; actives lie on both sides. binding response (% of control), % at 10 µM. hit rate 1.1% among 290,000. AID 1531, 2009; in the data active = binding response below about 67% or above about 130%
GPR7 antag: GPR7 receptor antagonists, primary screen, cell-based, fluorescence, single concentration | Neuropeptides B/W receptor type 1 (Homo sapiens), P48145 | GPR7-expressing cells, fluorescence antagonist assay | inhibition, % at 4.4 µM | hit rate 1.1% among 290,000; in the data active = inhibition above about 16%, passing the limit was not always enough;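 note: cells stimulated with the agonist NPW; 0% = agonist with vehicle and 100% = vehicle without agonist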
Target sequence (P48145 whole entry, looked up): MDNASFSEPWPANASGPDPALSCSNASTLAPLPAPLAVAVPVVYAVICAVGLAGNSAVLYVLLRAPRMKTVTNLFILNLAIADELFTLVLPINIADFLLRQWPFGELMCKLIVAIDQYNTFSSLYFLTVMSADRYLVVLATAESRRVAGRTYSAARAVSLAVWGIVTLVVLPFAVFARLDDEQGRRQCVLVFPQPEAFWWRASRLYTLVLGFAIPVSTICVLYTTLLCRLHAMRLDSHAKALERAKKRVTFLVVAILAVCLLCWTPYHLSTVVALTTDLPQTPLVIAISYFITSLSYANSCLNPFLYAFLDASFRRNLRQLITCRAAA
OXTR ag: human OXTR agonists, primary screen, fluorescence, CHO-OTR cells, Fluo-8 calcium; Oxytocin receptor (Homo sapiens), P30559; Fluo-8 calcium fluorescence; normalized: DMSO 0%, oxytocin 100%; activation, % at 3 µM; hit rate 0.32% among 320,000;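 active = activation above the mean of all tested compounds plus 3 SD, cutoff set per screening run, cut at about 20% in these data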;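 note: peak over basal fluorescence ratio from a 100 s FLIPR kinetic read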
PfM18AAP inh: PfM18AAP inhibitors, malaria aminopeptidase, primary screen, biochemical, QFRET, recombinant enzyme; AID 1822, 2009; H-Glu-NHMec fluorogenic cleavage; hit rate 1.2% among 290,000; inhibition, % at 7.35 µM;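 active = inhibition above the campaign mean inhibition over all tested compounds plus 3 SD, cut at about 28% in these data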;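 note: 0% = plate median of test compound wells and 100% = 2 mM ZnCl2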
PHOSPHO1 inh: PubChem AID 1565; Phosphoethanolamine/phosphocholine phosphatase (Homo sapiens), Q8TCT1; recombinant PHOSPHO1, absorbance phosphatase assay; inhibition, % at 13.3 µM; hit rate 1.1% among 290,000; in the data active = inhibition above about 60%
Target sequence (Q8TCT1 whole entry, looked up): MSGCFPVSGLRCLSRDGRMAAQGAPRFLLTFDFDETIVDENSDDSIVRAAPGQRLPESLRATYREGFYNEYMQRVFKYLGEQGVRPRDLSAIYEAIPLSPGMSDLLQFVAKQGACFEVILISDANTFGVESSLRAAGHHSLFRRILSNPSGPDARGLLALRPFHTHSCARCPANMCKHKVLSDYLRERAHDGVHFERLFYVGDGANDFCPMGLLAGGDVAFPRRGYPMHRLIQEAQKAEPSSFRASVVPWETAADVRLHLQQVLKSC
* hit, by the source's call.

[1] CCn1c(=N)n(CC(=O)C23CC4CC(CC(C4)C2)C3)c2ccccc21
[2] COc1ccc2nc(NC(=O)c3ccc(NC(=O)C4CCCO4)cc3)sc2c1 (stereo not given)
[3] Cc1ccc(CCNC(=O)C2CCCN(c3nc4ccccc4o3)C2)cc1 (stereo not given)
[4] O=C(CSc1nccc(=O)[nH]1)NCc1ccco1
[5] O=C(CC1C(=O)NCCN1CCCc1ccccc1)NCCc1ccccc1F (stereo not given)
[6] CN1CCN(C(=O)c2cc(C(C)(C)C)cc(C(C)(C)C)c2)CC1
screen / no.,1,2,3,4,5,6
NALP1 inh,27,0,-13,43*,8,-1
DNA FID counter,-6,-8,-16,0,2,12
MEKK2mut PB1 HTS,19,-13,4,2,28*,-7
MEKK3 PB1 HTS,104,95,95,98,103,97
MEKK2wt PB1 HTS,111,95,105,96,134*,100
GPR7 antag,-6,-3,-12,-11,3,-7
OXTR ag,-1.5,0.9,-1.6,1.1,-0.1,-1.0
PfM18AAP inh,0,0,4,2,7,-1
PHOSPHO1 inh,14,39,11,24,19,49

[7] O=C(COC(=O)CCCOc1ccc(Cl)cc1Cl)Nc1cccc(Cl)c1
[8] Cc1ccc(C(=O)NNC(=S)NC(=O)c2ccc(Cl)cc2)cc1
[9] NNC(=O)c1sccc1OCc1ccc(Cl)cc1
[10] Cc1ccc(-c2cc(C(=O)NCc3cn(C)nc3C)c3cc(Br)ccc3n2)cc1
[11] CCN(C(=O)COC(=O)CNC(=O)c1ccc(C)c(C)c1)C1CCS(=O)(=O)C1 (stereo not given)
[12] O=C(c1cc2cc(Cl)ccc2[nH]1)N1CCN(C(=O)c2ccco2)CC1
screen / no.,7,8,9,10,11,12
NALP1 inh,18,-4,10,30,22,12
DNA FID counter,8,-6,-18,-2,-1,-53
MEKK2mut PB1 HTS,-1,4,-5,-2,0,9
MEKK3 PB1 HTS,104,96,77,94,103,104
MEKK2wt PB1 HTS,101,97,86,93,106,105
GPR7 antag,12,13,15,-8,-16,4
OXTR ag,0.7,91*,-1.1,-0.2,-0.5,2.7
PfM18AAP inh,7,-2,7,0,4,4
PHOSPHO1 inh,5,-30,-4,-11,6,7

Reprinted at random: 3 entries already listed.
[10] Cc1ccc(-c2cc(C(=O)NCc3cn(C)nc3C)c3cc(Br)ccc3n2)cc1
[12] O=C(c1cc2cc(Cl)ccc2[nH]1)N1CCN(C(=O)c2ccco2)CC1
[9] NNC(=O)c1sccc1OCc1ccc(Cl)cc1
screen / no.,10,12,9
NALP1 inh,30,12,10
DNA FID counter,-2,-53,-18
MEKK2mut PB1 HTS,-2,9,-5
MEKK3 PB1 HTS,94,104,77
MEKK2wt PB1 HTS,93,105,86
GPR7 antag,-8,4,15
OXTR ag,-0.2,2.7,-1.1
PfM18AAP inh,0,4,7
PHOSPHO1 inh,-11,7,-4

Continuation.
[13] COc1ccccc1-n1cnc2sc(C)c(C)c2c1=O
[14] CCc1ccc2[nH]c(=O)c(C(c3nnnn3CC3CCCO3)N3CCCc4ccccc43)cc2c1 (stereo not given)
[15] S=c1[nH]nc(-c2ccncc2)n1/N=C/c1ccccc1Cl
[16] Cc1ccc(N=C2NC(=O)/C(=C/c3cccnc3)S2)cc1C
[17] COC(=O)c1cn(C(=O)c2cc(Br)ccc2Cl)c2ccccc12
[18] O=[N+]([O-])c1cccc(C(O)C23CN4CN(CN(C4)C2)C3)c1 (stereo not given)
screen / no.,13,14,15,16,17,18
NALP1 inh,-4,16,12,23,-5,16
DNA FID counter,-8,-3,-3,-3,2,-3
MEKK2mut PB1 HTS,3,-9,-6,1,2,-32
MEKK3 PB1 HTS,99,96,100,106,106,62
MEKK2wt PB1 HTS,101,84,97,99,102,68
GPR7 antag,-8,-6,-4,-11,-19,11
OXTR ag,-1.9,-0.8,2.3,-0.7,-0.8,0.0
PfM18AAP inh,-5,10,4,-11,3,-17
PHOSPHO1 inh,11,-13,-8,-33,3,28

[19] COc1ccc(OC)c(NC(=O)c2ccc(-n3cccn3)nc2)c1
[20] O=S(=O)(NCCN1CCOCC1)c1ccc(-c2ccc(S(=O)(=O)NCCN3CCOCC3)cc2)cc1
[21] Cc1ccc(OCCN2C(=O)S/C(=C\c3ccc(C)o3)C2=O)cc1
[22] COc1ccc(CNc2nc(-c3ccccc3)nn2C(=O)c2cccs2)cc1
[23] CCN(CC)c1ccc(C(=O)Nn2c(C)nc3ccccc3c2=O)cc1
[24] N#CCSc1ccc2nc(-c3ccccc3)cn2n1
screen / no.,19,20,21,22,23,24
NALP1 inh,-3,5,31,11,14,21
DNA FID counter,-6,-1,-4,1,-17,-6
MEKK2mut PB1 HTS,-1,0,1,-2,1,1
MEKK3 PB1 HTS,100,95,98,93,99,102
MEKK2wt PB1 HTS,96,101,76,94,105,100
GPR7 antag,-11,-3,-6,-15,-1,-1
OXTR ag,-1.4,-0.9,-0.2,0.5,3.7,-1.0
PfM18AAP inh,2,-2,3,-4,-1,3
PHOSPHO1 inh,16,-15,-12,-5,-20,6

Taken from above:
compound 23 in GPR7 antag = -1
compound 1 in MEKK2mut PB1 HTS = 19
compound 17 in PHOSPHO1 inh = 3

Results in GPR7 antag, for some of the entries so far:
# | Structure | GPR7 antag
15 | S=c1[nH]nc(-c2ccncc2)n1/N=C/c1ccccc1Cl | -4
5 | O=C(CC1C(=O)NCCN1CCCc1ccccc1)NCCc1ccccc1F (stereo not given) | 3
4 | O=C(CSc1nccc(=O)[nH]1)NCc1ccco1 | -11

(further entries)
[25] C/C(CC(=O)Nc1ccc2c(c1)OCCO2)=N\NC(=O)COc1ccc(C)cc1
[26] O=C(O)Cn1nc(-c2ccccc2)cc1-c1ccccc1
[27] COc1ccc(OC)c(C2CC(=O)Nc3cc(OC)c(OC)c(OC)c32)c1 (stereo not given)
[28] Cn1nc(C(F)(F)F)c2cc(C(=O)N3CCOCC3)sc21
screen / no.,25,26,27,28
NALP1 inh,19,3,-4,-2
DNA FID counter,-13,-18,-18,-1
MEKK2mut PB1 HTS,0,5,-10,9
MEKK3 PB1 HTS,102,102,94,103
MEKK2wt PB1 HTS,100,104,95,107
GPR7 antag,-14,5,-2,-8
OXTR ag,-0.1,1.0,-0.3,0.3
PfM18AAP inh,-5,-15,-7,-2
PHOSPHO1 inh,13,8,2,38

Screening results as filed in PubChem BioAssay.
